Assay outcomes deposited in PubChem by ICCB-Longwood Screening Facility, Harvard Medical School.
PV pol inh: inhibitors of poliovirus RNA polymerase binding and polymerization; hit rate 0.66% among 150,000; P03300; % elongation, % (compound at 16.7 µg/mL); poliovirus polymerase elongation, fluorescence polarization; hits give low values; in the data active means % elongation below about 90%; further: some results filed as inactive read as strong as hits
Target sequence (P03300 1749-2209 limits assumed): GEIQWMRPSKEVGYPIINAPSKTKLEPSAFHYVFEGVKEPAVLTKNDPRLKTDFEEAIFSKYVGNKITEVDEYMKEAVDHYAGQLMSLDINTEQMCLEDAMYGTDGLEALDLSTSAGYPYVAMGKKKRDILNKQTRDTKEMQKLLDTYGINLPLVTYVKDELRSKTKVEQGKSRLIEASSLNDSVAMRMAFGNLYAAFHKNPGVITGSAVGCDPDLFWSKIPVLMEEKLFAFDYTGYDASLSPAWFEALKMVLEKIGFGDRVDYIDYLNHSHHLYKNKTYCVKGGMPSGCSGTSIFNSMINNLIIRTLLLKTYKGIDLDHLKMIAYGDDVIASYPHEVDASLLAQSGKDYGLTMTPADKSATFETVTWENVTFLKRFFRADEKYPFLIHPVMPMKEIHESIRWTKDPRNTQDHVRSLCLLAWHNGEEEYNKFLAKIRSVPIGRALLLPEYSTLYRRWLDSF
PV pol inh FP z-score: further read-out of PV pol inh, marked with its call; z-score; measured here: FP z-score; hits read low
* = called active by the depositor; & = joins results of further samples. An excerpt (hit frequency here may not be typical).

SMILES	PV pol inh	PV pol inh FP z-score
COC(=O)c1ccc(OCC(O)Cn2cnc3cc(C)c(C)cc32)cc1 (configuration not stated)	106.0	0.5
Cc1nc2cccnc2n1C1CCN(S(=O)(=O)N(C)C)CC1	112.0	1
Cc1ccc(-c2nnc(CCC(=O)NN)o2)cc1	105.0	0.3
Clc1ccc(-c2nc3ccccn3c2Nc2ccc3c(c2)OCCO3)s1	106.0	-0.6
O=C(COc1ccccc1Cl)OCc1cc(=O)n2nc(C3CCCCC3)sc2n1	111.0	0.9
CCN(C(=O)CSc1nc2sc3c(c2c(=O)n1C)CCCC3)C1CCS(=O)(=O)C1 (configuration not stated)	103.0	0.1
CC1=C(C)C(=O)C(CCCCC#CCCCC#CCO)=C(C)C1=O	106.0&104.0	1.1&0.4
N#Cc1ccc(C=Nc2cccc3c(N=Cc4ccc(C#N)cc4)cccc23)cc1	100.0	-0.3
CCc1ccccc1NC(=O)Cn1nnc(C(=O)NCc2cccs2)c1N	115.0	1.8
O=C(NC(NCc1ccccn1)(C(F)(F)F)C(F)(F)F)c1cccnc1	106.0	0.3
COC(=O)c1ccccc1NC(=O)CCn1cccc1	107.0	2.3
O=C(CCn1c(=O)c2cccn2c2ccc(F)cc21)NCCc1cccs1	103.0	0.6
CC1(C)C(=S)Nc2ccccc21	101.0	0
O=C(NC(=O)c1ccccc1C(F)(F)F)NN1CCCCC1	102.0	-0.4
CCOC(=O)c1cnn(-c2ccc(C(=O)Nc3cccc(C(C)=O)c3)cc2)c1N	109.0	0.5
C=CCNC(=S)N1N=C2c3ccccc3CCC2C1c1ccccc1Cl (configuration not stated)	106.0	0.4
CCOc1ccc(-c2cnc(NCc3ccc(C(F)(F)F)cc3)n2C)cc1	102.0	-0.4
Cc1ccc(Sc2nn(C)c(=O)n(C)c2=O)cc1C	101.0	-0.2
CO[C@@H]1O[C@H](COC(=O)c2ccccc2)[C@H](OC(=O)c2ccccc2)[C@H]1OC(=O)c1ccccc1	110.0	1.2
Cn1c2ccccc2c2nnc(SCC(=O)NC3=NN=C(c4ccccc4)CS3)nc21	102.0	0
Cc1cc2c(cc1S(=O)(=O)CCC(=O)NCc1ccccc1)OCC(=O)N2	110.0	0.8
N#C/C=C/N1CCN(C/C=C/c2ccccc2)CC1	107.0	0.7
CCN1CCSc2ccc(C(=O)NCCCN3CCCCC3)cc21	103.0	-0.1
COc1cccc(C2C(C(=O)Nc3ccc(Cl)cc3)=C(C)Nc3c(C(=O)Nc4ccccc4)cnn32)c1OC (configuration not stated)	102.0	-1.1

Random excerpt: 5 records from the list.
SMILES	PV pol inh	PV pol inh FP z-score
CCN(C(=O)CSc1nc2sc3c(c2c(=O)n1C)CCCC3)C1CCS(=O)(=O)C1 (configuration not stated)	103.0	0.1
CCOC(=O)c1cnn(-c2ccc(C(=O)Nc3cccc(C(C)=O)c3)cc2)c1N	109.0	0.5
N#C/C=C/N1CCN(C/C=C/c2ccccc2)CC1	107.0	0.7
CC1(C)C(=S)Nc2ccccc21	101.0	0
COc1cccc(C2C(C(=O)Nc3ccc(Cl)cc3)=C(C)Nc3c(C(=O)Nc4ccccc4)cnn32)c1OC (configuration not stated)	102.0	-1.1

The listing continues.
SMILES	PV pol inh	PV pol inh FP z-score
CCCN1CCN(c2cc(-c3ccccc3)nc3cc(-c4cccc(F)c4)nn23)CC1	101.0	0.1
O=C(CSc1ncnc2c1oc1ccccc12)OCc1ccccc1	102.0	0.2
CCOc1ccc(Nc2cccc(F)c2C#N)cc1	102.0	0.1
COC(=O)c1c(NC(=O)/C(C#N)=C/c2ccccc2)sc2c1CCC2	107.0	0.3
CCOC(=O)c1c(C)noc1N	99.0	-1.4
Cc1nn(C(C)C(=O)NCc2ccc(OC(C)C)cc2)c(=O)c2c1sc1ccccc12 (configuration not stated)	110.0	0.1
COc1ccc(CN(Cc2ccco2)S(=O)(=O)c2ccc(S(=O)(=O)N3CCCC3)cc2)cc1	101.0	-0.1
Cc1ccc(C2=NN(CC(=O)N3CCCCC3)C(=O)CC2)cc1	101.0	0.1
CC(=O)N1CCc2c(sc3c2c(=O)n(-c2cc(Cl)ccc2C)c(=O)n3C)C1	104.0	-0.1
Cc1cccc(NC(=O)CNS(=O)(=O)c2ccc(Br)s2)c1	99.0	-1.2
COc1cccc(Cn2ccn(-c3ccc(F)cc3)c(=O)c2=O)c1	109.0	0.6
CCOc1ccc(CNC(=O)C2CCN(C(=O)c3ccc(-n4ccc5ccccc54)s3)CC2)cc1	102.0	-0.9
COc1ccc(C)cc1-n1nnnc1SCC(=O)Nc1ccccc1C(=O)NC1CC1	105.0	0.3
CCOC(=O)c1c(NC(=S)Nc2ccc(OC)cc2)sc2c1CC(C(C)C)OC2 (configuration not stated)	99.0	-0.5
COc1ccc(Nc2nc(=S)[nH]c3cc(OC)c(OC)cc23)cc1	98.0	-2
COc1cc(-c2noc(CSc3nc(-c4ccccc4)cc(=O)[nH]3)n2)cc(OC)c1OC	109.0	0.4
Cc1ccc(CN2CNc3c(-c4ccccc4F)c(C)nn3C2)cc1	100.0	0
C=CCNC(=O)C1CC(=O)N(c2ccc(OCC(=O)NCc3ccccc3)cc2)C1 (configuration not stated)	101.0	0.3
Cc1onc(-c2ccccc2)c1NC(=O)N(C)CCc1ccccn1	102.0	0.3
Cc1nn(-c2ccc(N3CCOCC3)nn2)c(C)c1CCC(=O)NCc1ccccc1F	104.0	-0.5
CCOC(=O)c1c(C)c2c(n1C)CCC/C2=N\O	103.0	0.3
Cc1cccnc1NC1CCCCC1	103.0	0.7
COc1cc2[nH]c(=S)n(CCc3cnc[nH]3)c(=O)c2cc1OC	101.0	0.5
O=C(c1ccco1)N1CCN(C(=O)C2CC(c3ccc(Cl)cc3)=NO2)CC1 (configuration not stated)	101.0	-0.1
CC1(C)CC(=O)C(=Cc2cn(-c3ccccc3)nc2-c2cccs2)C(=O)C1	101.0	0
CCCCNS(=O)(=O)c1ccc(N2CCCCS2(=O)=O)cc1	104.0	-0.2
CCc1ccc(Nc2nc(C)cc(C)c2C(N)=O)cc1	104.0	0.7
O=C(Cc1c(Cl)cccc1Cl)NC1CCC(O)CC1 (configuration not stated)	99.0	-0.4
C=CCn1ccc2c(OCC(N)=O)cccc2c1=O	103.0	0.2
COC(=O)c1c(C)[nH]c(=O)[nH]c1=S	98.0	-0.6
CCOc1ncccc1C(=O)O	101.0	-0.1
CCc1ccccc1N1C(=O)N(CC(=O)c2ccc(Cl)cc2)c2ccccc2S1(=O)=O	112.0	1.1
Cn1c(=O)c2cc(N)cnc2n(C)c1=O	90.0	-1.8
NC(=O)c1ccc(NC(=O)c2cc3ccccc3oc2=O)cc1	104.0	0.9
O=C(Cn1ncn2c(cc3ccccc32)c1=O)NCc1ccccc1	98.0	-1.6
CC(C)(C)c1ccc(OCCCC(=O)Oc2ccc(-c3nnco3)cc2)cc1	101.0	-0.2

Some of these compounds in order of count of non-hydrogen atoms, falling.
SMILES	PV pol inh	PV pol inh FP z-score
CC1(C)CC(=O)C(=Cc2cn(-c3ccccc3)nc2-c2cccs2)C(=O)C1	101.0	0
C=CCn1ccc2c(OCC(N)=O)cccc2c1=O	103.0	0.2
Cn1c(=O)c2cc(N)cnc2n(C)c1=O	90.0	-1.8
CCOc1ncccc1C(=O)O	101.0	-0.1

Later entries.
SMILES	PV pol inh	PV pol inh FP z-score
CCc1ccc(-n2c(SCc3ccccc3Cl)nc3[nH]ncc3c2=O)cc1	103.0	-0.2
CC12CC3(C)CC(CN)(C1)CC(CCN)(C2)C3	105.0	0.2
CCSc1nnc(NC(=O)CSc2nnc(Cc3cccn3C)n2-c2ccc(F)cc2)s1	103.0	0.4
CCC(C)NCc1nc(N)nc(Nc2ccccc2C)n1 (configuration not stated)	106.0	0.5
CCOc1ccccc1NC(=O)CSc1ccc(C)cc1	108.0	0.5
COc1ccccc1CN1COc2ccc3c(oc(=O)c4ccccc43)c2C1	100.0	-1.4
Nc1nc2ccccc2n1CCOc1ccccc1	100.0	-0.8
S=C(Nc1ccccc1)N1CCNC2NCCN(C(=S)Nc3ccccc3)C21 (configuration not stated)	100.0	0.2
Cc1nc(N)nc(C(F)(F)F)c1Br	101.0	-0.2
CN(Cc1ccccc1)c1ccc(-c2nc(-c3ccccn3)no2)cc1[N+](=O)[O-]	112.0	1
CCC(Sc1nc2ncccc2[nH]1)C(=O)NCc1ccco1 (configuration not stated)	103.0	0.1
Cc1nc2ccccc2c(=O)n1-c1ccc(F)c(NC(=O)c2ccco2)c1	106.0	0.3
COc1ccc(C(C#N)N2CCC(c3ccccc3)=N2)cc1 (configuration not stated)	96.0	-0.8
CCOC(=O)c1cc(-c2ccc(C)cc2)n(CC(=O)NCC2COc3ccccc3O2)c1C (configuration not stated)	104.0	1.3
Cc1ccc(-n2ncc3c(N4CCN(c5ccc(F)cc5)CC4)ncnc32)cc1	111.0	0.7
COc1ccc(C2=NN(CC(=O)Nc3cc(C)ccc3C)C(=O)CC2)cc1	105.0	1.4
CC(C)c1cc(C(=O)N2CCN(C(c3ccccc3)c3ccccc3)CC2)no1	101.0	-0.2
CCOC(=O)C1CCN(CCCCOc2ccc(C#N)cc2)CC1	103.0	0.6
O=c1[nH]cc(-n2c(=O)c3cc4c(=O)n(-c5c[nH]c(=O)[nH]c5=O)c(=O)c4cc3c2=O)c(=O)[nH]1	100.0	-0.3
CCOc1cc2c3c(c1)C1(OCCO1)C(=O)N3C(C)(C)CC2C (configuration not stated)	100.0	0
CCC(C(=O)N1CCN(c2cccc(C(F)(F)F)c2)CC1)c1ccccc1 (configuration not stated)	100.0	-0.2
Cc1ccc(C)c(-c2n[nH]c(=O)c3ccccc23)c1	101.0	-0.3
CC(C)C1CC(C)(C)c2ccc(O)cc21 (configuration not stated)	100.0	-0.3
COc1ccc(/C=N/N2CCN(C)CC2)cc1	99.0	-0.1
Cc1[nH]c2ccccc2c1C(OC(C)C)c1ccccn1 (configuration not stated)	103.0	0.8
CCN(C(=O)CSc1nnc(-c2ccccc2Br)o1)c1nc(C)cs1	102.0	0.2
Cc1ccc(S(=O)(=O)Nc2ccc(S(=O)(=O)Nc3nccc(C)n3)cc2)cc1	104.0	0.2
CCOc1ccc(NC2=NC(C(=O)NCc3ccccc3)CC(=O)N2)cc1 (configuration not stated)	109.0	0.9
O=C(NCCCn1ccc2ccccc21)c1cnccn1	104.0	0.2
Cc1cccc(NS(=O)(=O)c2c(C)n[nH]c2C)c1	102.0	-0.2
COc1cccc(CNC(=O)C2=C(C)C(=O)OC23CCCCC3)c1OC	100.0	-0.5
COc1ccc(C2CCCCCN2C(=O)CCn2c(=O)oc3ccccc32)cc1 (configuration not stated)	107.0	0.5
CC(=O)Nc1ccc(NC(=O)Cn2cnc3c(oc4ccccc43)c2=O)cc1	99.0	-0.7
O=C(O)Cc1csc(Nc2ccccc2F)n1	101.0	-0.1
COC(=O)CSc1cc(C)nc(SC)n1	99.0	-0.8
CCCS(=O)(=O)c1nc(S(=O)(=O)c2ccc(C)cc2)c(NCC(C)C)s1	108.0	0.3
CCOC(=O)c1c(C)[nH]c(C)c1C(=O)COC(=O)C1CC2CCCC(C1)C2=O (configuration not stated)	101.0	0
O=C(COC(=O)c1ccco1)Nc1cccc2ccccc12	100.0	-0.4
O=C(O)c1ccc2c(c1)C1C3CCC(C3)C1C(c1ccccc1)N2 (configuration not stated)	105.0	0.3
Cc1cc(NC(=O)COc2coc(CN3CCN(c4ccc(F)cc4)CC3)cc2=O)no1	99.0	-1.1
CCC(=O)Oc1cc2c(C(=O)OC(C)C)c(C)oc2cc1Br	101.0	0
O=C(O)C1CN(Cc2ccccc2)C1	103.0	0.4
Cn1c(C(=O)OCC(=O)NCc2cccs2)cc2sccc21	102.0	0.4
Cc1ccc(C)c(CN2C(=O)C(C(C)C(=O)NCCc3ccc(Cl)cc3)Sc3ccccc32)c1 (configuration not stated)	100.0	-0.5
Cc1onc(-c2ccccc2)c1-c1csc(Nc2ccccc2Cl)n1	102.0	-0.4
Cc1ccc(NC(=O)N2CCCCC2C)cc1Cl (configuration not stated)	99.0	-1.3
Nc1nnnn1NCc1ccc(-c2ccc(F)cc2)o1	106.0	1.5
NC(=O)C1CCN(C2=NC(=O)/C(=C/c3cn(-c4ccccc4)nc3-c3cccs3)S2)CC1	103.0	0.8
Cc1cc(C)cc(-n2c(C)nc3cc(C(=O)NCc4ccccc4Cl)ccc32)c1	114.0	1
O=c1c(S(=O)(=O)c2ccccc2)cn(Cc2ccccc2)c2cc(N3CCOCC3)c(F)cc12	106.0	-0.4
COc1ccc(C)c2sc(NN)nc12	99.0	-0.7
CN(CC(=O)Nc1ccc(F)c(F)c1F)C(=O)c1cccnc1N1CCCC1	101.0	-0.2
O=C(CC1C(=O)N(c2ccccc2)C(=O)N1Cc1ccc2c(c1)OCO2)Nc1ccccc1 (configuration not stated)	106.0	0.2
CCN(CC)S(=O)(=O)c1ccc(C(=O)NCC(=O)OC)cc1	101.0	-0.3
CCn1cc2nc(SCC(=O)Nc3cc(OC)ccc3OC)n(Cc3ccc(Cl)cc3)c(=O)c2n1	106.0	-0.1
COC(=O)c1sccc1N1C(=O)C=C(C)C1=O	112.0	1.2
O=C(CN1CCCCC1)OCCCC1CCCCC1	101.0	-0.1
Cc1cc(C)n(C(=S)CSc2nc(-c3ccc(F)cc3)cc(-c3ccco3)c2C#N)n1	100.0	-0.5
Cc1nnc(SCc2cc(=O)n3cccc(C)c3n2)s1	105.0	-0.2
